POLI inh: blocks human DNA polymerase iota activity | Q9UNA4 | Pol iota fluorescent replication assay, 10 min | Potency, µM (series often up to 115 µM), for the others: top-dose activity, negative = inhibition, hits mostly inhibitors | 1% of 390,000 active; further: potency means the concentration at half of the fitted maximal effect
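Pol iota at 10 nM preincubated 15 min with compounds at room temperature; reaction started with fluorescent substrate, 50 nM final. Fluorescence read kinetically at 0 and 10 min; buffer-only wells as negative control.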
POLH inh: DNA polymerase eta (human) inhibition; Potency, µM (series often up to 114 µM), without a hit: at the highest dose activity change, negative = inhibition, most hits filed as inhibitors; 1.2% of 390,000 active; recombinant Pol eta, fluorescent DNA replication assay; further: potency means the concentration at half of the fitted maximal effect; on the % scale 0 is the no-effect control and ±100 the full control effect
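Pol eta at 10 nM preincubated with compounds 15 min at room temperature; reaction started with fluorescent substrate (50 nM final) and read kinetically at 0 and 10 min.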
BLM inh: Bloom syndrome helicase (human) inhibition; P54132; recombinant BLM DNA unwinding, fluorescence dequenching; Potency, µM (highest dose often 56.1 µM), for inactives: top-dose activity change, negative = inhibition, usual class: inhibitors; 0.2% of 350,000 active; AID 2528;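 further: potency means the concentration at half of the fitted maximal effect; plate controls were vehicle for no effect and no enzyme for full effect; nearly all actives have a fitted effect of over 35% in size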
Pol kappa inh: blocks human DNA polymerase kappa activity; Potency, µM (doses to about 107 µM), for the others: top-dose activity, negative = inhibition, usual class: inhibitors; AID 588579; purified Pol kappa, fluorescent DNA synthesis assay, 10 min; 0.53% of 400,000 active; further: potency means the concentration at half of the fitted maximal effect; on the % scale 0 is the no-effect control and ±100 the full control effect
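Inhibition of 10 nM Pol kappa is measured by a fluorescent read-out at 0 and 10 min following addition of 50 nM substrate (final), with a 15-min room-temperature compound preincubation.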
Anesthetic bind: candidate novel general anesthetic via apoferritin binding. Potency, µM (series often up to 77.5 µM), for the others: at the top dose activity change, negative = displacement, usual class: inhibitors. AID 485281. apoferritin/1-aminoanthracene competitive binding, fluorescence. 0.074% of 350,000 active; further: potency means the concentration at half of the fitted maximal effect; on the % scale 0 is the no-effect control and ±100 the full control effect; nearly all actives have a fitted effect of over 20% in size
Target sequence (P02791 2-175 limits assumed): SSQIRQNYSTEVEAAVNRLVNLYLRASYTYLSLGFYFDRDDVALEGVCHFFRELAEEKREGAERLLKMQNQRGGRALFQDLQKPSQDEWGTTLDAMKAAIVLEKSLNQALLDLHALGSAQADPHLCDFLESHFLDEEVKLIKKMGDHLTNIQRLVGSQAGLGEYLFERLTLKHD
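Steps: apoferritin (10 uM) was premixed with half-saturated 1-AMA in PBS, compounds were pin-transferred, plates stood 10 min at room temperature, fluorescence was read at 380/535 nm, and curves were fitted with a Hill equation.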
Tb PGK inh: inhibitors of T. brucei phosphoglycerate kinase | P07378 | PGK/GAPDH coupled, Kinase-Glo luminescence, 60 min | Potency, µM (doses to about 57.5 µM), without a hit: at the highest dose activity change, negative = inhibition, most hits filed as inhibitors | 0.043% of 380,000 active | AID 602233; further: potency means the concentration at half of the fitted maximal effect; on the % scale 0 is the no-effect control and ±100 the full control effect; nearly all actives have a fitted effect of over 60% in size
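Recombinant glycosomal PGK reaction used 1,3-bisphosphoglycerate generated in-well by GAPDH (100nM final) in 100mM TEA pH 7.6, 5mM MgCl2, 0.01% Tween-20. After 60 minutes at room temperature, ATP was read by Kinase-Glo Plus luminescence end-point.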
Pol beta inh: blocks human DNA polymerase beta activity | Potency, µM (highest dose often 114 µM), for inactives: at the highest dose activity change, negative = inhibition, actives largely listed as inhibitors | Pol beta primer extension/strand displacement, fluorescence kinetic | 1.3% of 340,000 active | AID 485314; further: potency means the concentration at half of the fitted maximal effect; on the % scale 0 is the no-effect control and ±100 the full control effect
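Pol beta (10 nM) was preincubated with compound for 15 min at room temperature. The reaction was then started with 50 nM substrate and read immediately and after a further 10 min at room temperature.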
APE1 inh: inhibitors of human APE1 endonuclease. P27695. recombinant APE1, TAMRA/BHQ-2 abasic DNA cleavage fluorescence. Potency, µM (doses to about 65.8 µM), inactives show at the top dose activity change, negative = inhibition, actives largely listed as inhibitors. 0.35% of 350,000 active;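 further: potency means the concentration at half of the fitted maximal effect; plate controls were vehicle for no effect and reference inhibitor for full effect; nearly all actives have a fitted effect of over 55% in size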
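Compound pre-exposure to 0.75 nM APE1, 15 min at ambient temperature. Reaction initiated with 50 nM TAMRA/BHQ-2 THF substrate, read immediately in kinetic mode, 525 nm excitation, 598 nm emission.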
RXFP1 antagonist: antagonists of human relaxin receptor RXFP1; HEK293-RXFP1, relaxin-stimulated cAMP HTRF, 30 min; active compounds read low; 0.59% of 350,000 active; Q9HBX9; activity change, negative = inhibition, % at 57.5 µM; AID 1259400;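 active means activity change of -60% or lower, but not beyond a set lower limit; inconclusive means change between -60% and -40%, or beyond the set limit; inactive means change above -40%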; further: on the % scale 0 is the no-effect control and ±100 the full control effect
Target sequence (Q9HBX9 whole entry, looked up): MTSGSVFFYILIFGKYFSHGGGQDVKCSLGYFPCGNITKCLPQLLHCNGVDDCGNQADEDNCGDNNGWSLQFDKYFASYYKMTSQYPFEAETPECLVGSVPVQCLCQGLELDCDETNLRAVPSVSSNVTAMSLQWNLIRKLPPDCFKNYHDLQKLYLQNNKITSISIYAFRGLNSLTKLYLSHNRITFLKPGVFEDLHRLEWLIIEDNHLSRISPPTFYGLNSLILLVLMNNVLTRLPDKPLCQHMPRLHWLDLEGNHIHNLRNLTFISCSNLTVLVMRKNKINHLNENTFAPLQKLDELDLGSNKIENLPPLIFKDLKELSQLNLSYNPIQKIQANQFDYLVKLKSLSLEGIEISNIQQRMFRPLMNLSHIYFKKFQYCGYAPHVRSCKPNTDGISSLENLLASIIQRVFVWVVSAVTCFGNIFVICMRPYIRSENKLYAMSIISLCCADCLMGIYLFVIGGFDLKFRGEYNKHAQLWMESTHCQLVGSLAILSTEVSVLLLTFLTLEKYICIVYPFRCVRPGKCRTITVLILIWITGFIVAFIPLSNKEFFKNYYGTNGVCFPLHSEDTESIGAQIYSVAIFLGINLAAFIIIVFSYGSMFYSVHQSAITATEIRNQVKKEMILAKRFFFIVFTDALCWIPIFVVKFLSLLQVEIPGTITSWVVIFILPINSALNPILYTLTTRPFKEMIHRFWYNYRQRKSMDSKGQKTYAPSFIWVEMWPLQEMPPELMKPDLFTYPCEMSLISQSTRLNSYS
Numbers without * were called inactive; i = inactive; ? = inconclusive; · = no result given; [ ] = another dose, or the depositor's remark. Unless noted, the call rests on the fitted dose curve; in most records, active means well fitted curve in the direction sought with a large enough effect; inconclusive means small, poorly fitted or top-dose-only effect, or another doubt; inactive means no such curve, though single readings can be large; an effect the other way counts as inactive or inconclusive.

POLI inh	POLH inh	BLM inh	Pol kappa inh	Anesthetic bind	canonical_smiles	Tb PGK inh	Pol beta inh	APE1 inh	RXFP1 antagonist
?	-13%	-15%	-22%	-7%	COc1cc(OC)cc(N(C(=O)C2COc3ccccc3O2)C(C(=O)NC2CCCCC2)c2ccc(O)cc2)c1 (stereo not given)	-4%	17%	-7%	1
16%	-7%	-3%	-3%	-6%	O=C(CSc1nc2ccccc2c(=O)n1-c1ccccc1)N1CCc2ccccc21	2%	12%[57.1 µM]	2%	-3
-14%	-17%	-5%	12%	?	O=S(=O)(c1cccc(NC(=S)Nc2ccc(Br)cc2Cl)c1)N1CCOCC1	i	12%	1%	1
6%	-6%	-3%	4%	-8%	Cc1ccc(NC(=O)c2cccnc2)cc1C	-8%	-2%	-7%	2
5%	-4%	-1%	-5%	-10%	CCCCN(CC)C(=O)c1n[nH]c(=O)c2ccccc12	-2%	20%	14%	-3
-9%	-18%	-5%	-17%	0%	Cc1c(Cc2ccc3c(c2)OCO3)sc(NC(=O)C(C)(C)C)c1C#N	3%	1%	-5%	?
13%	?	-17%	-8%	-5%	COc1ccc(/C=N\NC(=O)c2ccccc2)cc1COc1ccccc1	-9%	-5%	18%	-6
26%	-19%	1%	-5%	-1%	O=C(Nc1cccnc1)Nc1ccccc1Cl	1%	-1%	0%	4
?	-18%	-9%	-7%	-16%	CCOc1ccccc1NC(=O)CSC1=NN2CCCC(=O)N=C2S1	-10%	?	19%	6
-3%	-9%	3%	-9%	-3%	CCC(=O)N/N=C(\C)CC(=O)Nc1ccccc1-c1ccccc1	-1%	14%	-8%	-14
17%	-13%	-6%	-8%	-3%	Cn1c(-c2ccccc2)c[n+]2c1-c1ccccc1C2	-6%	22%	-3%	3
16%	-24%	2%	2%	-9%	CC(C)(C)c1ccc(/C=C/C(=O)N2CCN(c3ncccn3)CC2)cc1	-4%	42%	-5%	?
34%[activator]	-10%	-1%	11%	-9%	O=C(CSc1nnc2ccc(-c3cccnc3)nn12)Nc1ccc(F)cc1F	-3%	4%	10%	-4
?	-8%	0%	-5%	-4%	CCCNC(=O)CS(=O)(=O)Cc1nc(-c2cccc(OC)c2)oc1C	2%	7%	-3%	2
2.5µM*	10%	-9%	-24%	-17%	O=[N+]([O-])c1cc([N+](=O)[O-])c2nonc2c1Nc1ccc(O)cc1	-8%	14%	5%	16
18%	1%	·	-7%	·	COc1ccc(S(=O)(=O)NCC(c2ccc(C)cc2)N2CCN(C)CC2)cc1 (stereo not given)	-4%	·	11%	-1
23%	-7%	-7%	-3%	318%[activator]	CCc1ccc(NCc2cc3cc4c(cc3n(CC(=O)Nc3cccc(OC)c3)c2=O)OCO4)cc1	7%	48%	·	·
?	?	-12%	-16%	?	Cc1ccccc1Cc1c(C)nc2c(C(=O)NCc3ccco3)cnn2c1C	-11%	45µM*	0%	-8
9%	-15%	-2%	-4%	-9%	Clc1ccc(Cl)c(-c2nn3c(COc4ccccc4)nnc3s2)c1	-3%	17%	16%	-18
5%	-4%	-2%	-17%	0%	CCOc1cccc(C(=O)N2CCCN(C)CC2)c1	-5%	36%	61%[activator]	0
57%[activator]	-22%	·	-10%	·	Cc1ccc(C)c(NC(=O)Cn2ccn(-c3ccc4c(c3)OCO4)c(=O)c2=O)c1	1%	·	-4%	4
4%	3%	1%	-9%	?	CCOC(=O)CNC(=O)C1c2ccccc2C(=O)N(c2ccc(OC)cc2)C1c1ccc(OC)cc1 (stereo not given)	0%	0%	0%	-8
88%[activator]	-8%	-5%	0%	-15%	O=S(=O)(c1ccc(F)cc1)N1CCN(CCc2ccccc2)CC1	-2%	5%	-1%	-6
30%[activator]	-10%	·	13%	·	O=C(COC(=O)C(Cc1ccccc1)NC(=O)c1cccs1)NCc1ccccc1 (stereo not given)	i	·	46%	0
?	-4%	-9%	-7%	-14%	Cc1cc2c3c(c1)C1(SCC(=O)N1c1ccc(F)cc1)C(=O)N3C(C)(C)CC2C (stereo not given)	-6%	-10%	5%	-6

Following part.
POLI inh	POLH inh	BLM inh	Pol kappa inh	Anesthetic bind	canonical_smiles	Tb PGK inh	Pol beta inh	APE1 inh	RXFP1 antagonist
1%	-6%	-3%	-12%	-14%	COc1ccc(OC)c(-n2cnc3cc(C(=O)O)ccc32)c1	-10%	2%	13%	-14
14%	-20%	-1%	-1%	-11%	COC(=O)c1ccc(Cn2nc(-c3ccccc3)ccc2=O)cc1	-8%	33%	-12%	6
131%[activator]	-1%	-2%	-16%	-14%	COc1cc(C)c(S(=O)(=O)NOCc2ccc([N+](=O)[O-])cc2)c(C)c1C	-5%	0%	39%	8
17%	1%	5%	-2%[60.1 µM]	-5%	O=C(N1CCOCC1)n1cnc2ccccc21	2%	9%	1%	-3
114%[activator]	-16%	-4%	1%	24%	COCCNC(=O)/C(C#N)=C/c1c(N2CCCCCC2)nc2ccccn2c1=O	i	8%	47%	-8
48%[activator]	1%	-1%	-10%	-10%	COc1ccc(O)c(C(=O)c2cnc3c(c2)c(C)nn3CCO)c1	0%	41%	43%[activator]	10
-1%	-20%	-4%	-4%	-20%	Clc1cccc(Oc2cnns2)c1Cl	-6%	20%	-6%	-6
15%	?	-2%	-3%	-6%	CCN(CC)CCCN(Cc1cc2cc3c(cc2[nH]c1=O)OCO3)C(=S)Nc1ccc(OC)cc1	-7%	2%	2%	-5
30%[activator]	-4%	-1%	-17%	6%	CC(=O)Nc1ccc(NS(=O)(=O)c2ccc(Cl)c(C(=O)O)c2)cc1	-4%	18%	16%	0
19%	-10%	·	-14%	·	O=C1NCC(c2ccccc2)(c2ccccc2)C(=O)N1	3%	·	·	9
9%	-12%	-3%	6%	12%	CCCCCC(=O)C(=O)c1ccc(O)cc1O	-9%	14%	2%	4
59%[activator]	-11%	-5%	8%	-10%	O=C(Cc1ccc(Cl)cc1Cl)NCC1(N2CCOCC2)CCCCC1	i	12%	-3%	-19
-11%	-22%	·	-5%	·	CC(C)(C)c1ccc(C(=O)NCC2CCCN2S(=O)(=O)c2ccccc2)cc1 (stereo not given)	-9%	·	-5%	-8
?	-3%	-1%	-9%	4%	O=C(NC1CCCCCC1)C1CCN(S(=O)(=O)c2ccccc2)CC1	-8%	-15%	-2%	-14
7%	-8%	0%	-1%	11%	O=C(O)c1cccc(-n2nnnc2SCc2ccccn2)c1	-2%	?	-4%	-11
10%	-9%	-1%	-12%	-9%	C/C(=N\NC(=O)c1cccs1)c1ccc(C(=O)O)s1	0%	43%	7%	3
-1%	-5%	-3%	-15%	470%[activator]	COC(=O)C1=CN(CC2CCCO2)C=C(C(=O)OC)C1c1ccsc1 (stereo not given)	12%	25%	13%	-1
3%	2%	·	4%	·	COc1cccc(-c2sc3ccc(OC)cc3c2-c2ccc(C(N)=O)cc2)c1	2%	·	0%	·
15%	-1%	0%	-7%	-1%	Cc1ccc(-c2nc3ncccc3o2)cc1NC(=O)c1ccc(-c2ccc(Cl)cc2)o1	-7%	8%	·	-2
2%	-13%	1%	-18%	-1%	Cc1ccc2nc(NC(=O)c3cc(-c4ccco4)nc4ccccc34)sc2c1	6%	-14%	19%	24
-20%	-3%	0%	-6%[60.1 µM]	-5%	COc1ccc(-c2cccc(NS(=O)(=O)c3cccs3)c2)nn1	5%	14%	·	-7
13%	-4%	3%	-1%	-5%	COc1ccc(S(=O)(=O)n2c([N+](=O)[O-])cnc2C)c(C)c1C	0%	-1%	6%	20
32%[activator]	-18%	-4%	3%	4%	O=C(CSc1nncn1-c1ccccc1)NC1CCCc2ccccc21 (stereo not given)	i	7%	-6%	-28
-26%	-20%	·	-1%	·	CN(C(=O)c1cccc(NC(=O)Cc2cccc([N+](=O)[O-])c2)c1)C1CCCC1	-2%	·	2%	·
15%	-6%	-7%	-2%	-14%	COc1ccc(Cc2nc(-c3ccc(Br)cc3)no2)cc1	-5%	-2%	7%	-28

Next entries follow.
POLI inh	POLH inh	BLM inh	Pol kappa inh	Anesthetic bind	canonical_smiles	Tb PGK inh	Pol beta inh	APE1 inh	RXFP1 antagonist
132%[activator]	-13%	-2%	-4%	-6%	COc1cc(C(C2=C(O)CC(C)(C)CC2=O)C2C(=O)CC(C)(C)CC2=O)cc(OC)c1OC (stereo not given)	10%	5%	20%	-17
-29%	-17%	·	-8%	·	O=S(=O)(Cc1ccccc1)C(CCCc1ccccc1)S(=O)(=O)Cc1ccccc1	i	·	·	-12
24%	-9%	-5%	-15%	?	CCN(CC)S(=O)(=O)c1cccc(C(=O)NC(Cc2c[nH]c3ccccc23)c2nnc3n2CCCCC3)c1 (stereo not given)	2%	9%	-1%	0
38%[activator]	-6%	-17%	-6%	-7%	O=S(=O)([N-]c1nc2ccccc2nc1-[n+]1ccc(Cc2ccccc2)cc1)c1ccc(Br)s1	-12%	-13%	-3%	-14
0%	6%	-7%	-6%	-9%	O=C(O)CCC(=O)NCc1ccc(F)cc1	5%	2%	4%	-2
14%	-10%	·	-7%	·	CCCN(CC(=O)Nc1ccccc1C)C(=O)CCCc1c[nH]c2ccccc12	0%	·	7%	-6
9%	-3%	-5%	9%	0%	Cc1ccc(-c2nc(C(Cl)Cl)c3ccccc3n2)cc1	-5%	6%	1%	0
-20%	-10%	-8%	3%	99%[activator]	Clc1cccc(N2CCN(c3ncnc4c3nc3n4CCCCC3)CC2)c1	-3%	5%	·	·

A second format for part of the listing above:
O=S(=O)(Cc1ccccc1)C(CCCc1ccccc1)S(=O)(=O)Cc1ccccc1
  POLI inh: -29%; POLH inh: -17%; BLM inh: ·; Pol kappa inh: -8%; Anesthetic bind: ·; Tb PGK inh: i; Pol beta inh: ·; APE1 inh: ·; RXFP1 antagonist: -12

CCN(CC)S(=O)(=O)c1cccc(C(=O)NC(Cc2c[nH]c3ccccc23)c2nnc3n2CCCCC3)c1 (stereo not given)
  POLI inh: 24%; POLH inh: -9%; BLM inh: -5%; Pol kappa inh: -15%; Anesthetic bind: ?; Tb PGK inh: 2%; Pol beta inh: 9%; APE1 inh: -1%; RXFP1 antagonist: 0

O=S(=O)([N-]c1nc2ccccc2nc1-[n+]1ccc(Cc2ccccc2)cc1)c1ccc(Br)s1
  POLI inh: 38%[activator]; POLH inh: -6%; BLM inh: -17%; Pol kappa inh: -6%; Anesthetic bind: -7%; Tb PGK inh: -12%; Pol beta inh: -13%; APE1 inh: -3%; RXFP1 antagonist: -14

Screening results from PubChem.

This is a subset (hit frequency here may not be typical).
